From PubChem BioAssay
ER stress rescue: rescue of cells from ER stress-induced death, primary screen, 384-well, CSM14.1, thapsigargin, ATP luminescence (AID 1222). one-dose cellular ATP content (survival), % at 20 µM; EC50 in µM for titrated hits. CSM14.1 thapsigargin-induced death rescue, ATP luminescence; higher % means a stronger effect. 190,000 tested, under 10 active;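 active = EC50 below 50 µM in the dose-response confirmation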;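 note: death triggered by thapsigargin at about 15 µM added after 2 h compound pretreatment; cell ATP read after overnight thapsigargin exposure of roughly 18 to 22 hours; normalized against plate controls of thapsigargin alone and 5% DMSO vehicle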
XIAP displacement: XIAP antagonists, biochemical, IAP family, fluorescence polarization (AID 1018). displacement, % at 20 µM; hits with a dose series show IC50 in µM. XIAP BIR domain, fluorescence polarization peptide displacement; higher % means a stronger effect. E3 ubiquitin-protein ligase XIAP (Homo sapiens). 0.007% of 200,000 active; in the data active = displacement above about 50%; note: a part of the inactive calls stands beside numbers as strong as those of hits
human PMI inhibitors: human PMI inhibitors, high substrate, primary screen, biochemical, fluorescence intensity, high mannose 6-phosphate (AID 1220) | Mannose-6-phosphate isomerase (Homo sapiens) | recombinant PMI enzyme, coupled fluorescence intensity; higher % means a stronger effect | inhibition, % at 20 µM, or IC50 in µM where a hit was titrated | 0.66% of 190,000 active
P. falciparum M17LAP: P. falciparum M17LAP inhibitors, primary screen, biochemical, fluorogenic H-Leu-NHMec substrate, 1536-well (AID 1619); recombinant M17LAP, H-Leu-NHMec fluorogenic kinetic assay; higher % means a stronger effect; inhibition, % at 30 µM, or IC50 in µM where a hit was titrated; 0.38% of 220,000 active;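 active = compound inhibiting the enzyme by more than half at any dose during confirmatory dose-response retesting; inconclusive = strong single-dose inhibitors picked by rank but not retested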;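 note: plate controls were full reaction with DMSO carrier for no effect and no enzyme background for full effect; strong numbers were not always called active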
TNAP activators: human TNAP enzyme activators, primary screen, biochemical, luminescent, no phosphate acceptor, uHTS (AID 1001); Alkaline phosphatase, tissue-nonspecific isozyme (Homo sapiens); purified TNAP, luminescent activation assay, no phosphate acceptor; higher activation fold means a stronger effect; activation fold at 20 µM, or EC50 in µM where a hit was titrated; 0.03% of 200,000 active; in the data active = activation fold from about 3, or a potency from the dose series; inactive = the rest, 99 in 100 with activation fold below about 1.6; note: many of its hits are not listed in these tables
PMI inhibitors: inhibitors of human PMI, primary screen, biochemical, fluorescence intensity, coupled assay (AID 1209); purified PMI enzyme, coupled fluorescence intensity; higher % means a stronger effect; inhibition, % at 20 µM, or IC50 in µM where a hit was titrated; 0.42% of 190,000 active; Mannose-6-phosphate isomerase (Homo sapiens);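 note: plate controls were DMSO vehicle for no effect and wells lacking substrate for full effect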
Myeloid diff MLP: induction of myeloid progenitor differentiation, primary screen, cell-based, flow cytometry, MLPCN library; ER-HoxA9 myeloid progenitors, lysozyme-GFP differentiation; calls only at 10 µM; 1% of 360,000 active;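 active = normalized GFP-positive differentiation at or above the plate's own cutoff, the solvent-only control mean plus 3 SD; inconclusive = no clear call, values can overlap the other calls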;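 note: cells exposed to compound for four days before flow analysis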
LYP phosphatase: inhibitors of LYP phosphatase, biochemical, fluorescence intensity, uHTS (AID 1779); recombinant LYP phosphatase, fluorescence intensity; higher % means a stronger effect; 0.054% of 290,000 active; inhibition, % at 11.5 µM; hits with a dose series show IC50 in µM; Tyrosine-protein phosphatase non-receptor type 22 (Homo sapiens);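 note: plate controls were vehicle with enzyme for no effect and no enzyme for full effect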
M1AAP inhibition: P. falciparum M1AAP inhibitors, biochemical, fluorogenic H-Leu-NHMec substrate, 1536-well (AID 1445); 0.42% of 220,000 active; Aminopeptidase N (Plasmodium falciparum (isolate 3D7)); inhibition, % at 30 µM; hits with a dose series show IC50 in µM; recombinant M1AAP, H-Leu-NHMec fluorogenic kinetic assay; higher % means a stronger effect;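 active = primary inhibition above the hit cutoff, then over 50% inhibition at one or more dose response concentrations, cut at about 23% in these data, passing the limit was not always enough; inconclusive = conflicting primary data, or primary hits not chosen for dose response; inactive = low primary inhibition, or under 50% at every dose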;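 note: plate controls were DMSO full reaction for no effect and no enzyme background for full effect; strong numbers were not always called active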
Myeloid diff MLP GFP+ MAC1+ %: further read-out of Myeloid diff MLP, marked with its call; GFP+ MAC1+ double positive, %; measured here: differentiation confirmed by MAC1 staining
* marks the source's active call; other numbers are inactive results; i = inactive; ? = inconclusive; . = no result given. Cut-off read from the data, not from the text of the source, unless noted: active = inhibition above about 50%; inactive = the rest. Rows were taken by chance (roughly 2.7% active in at least one column).

SMILES | ER stress rescue | XIAP displacement | human PMI inhibitors | P. falciparum M17LAP | TNAP activators | PMI inhibitors | Myeloid diff MLP | Myeloid diff MLP GFP+ MAC1+ % | LYP phosphatase | M1AAP inhibition
CC(C)Cn1c(N)c(C(=O)COC(=O)C2CCCCC2)c(=O)n(C)c1=O | 4.5% | -0.1% | -2% | 6% | 1.1 | -14% | i | 1.1 | -10% | 8%
CCOc1ccccc1CN1CCN(C/C=C/c2ccc(OC)cc2)CC1CCO (stereo not drawn) | -1.9% | 2.7% | -3% | 5% | 1.1 | 3% | i | 0.1 | -5% | 1%
CCOC(=O)c1cn(CC(=O)Nc2cccc(Cl)c2)nn1 | -1.0% | -12% | -15% | 1% | 1 | -14% | i | 0.1 | 2% | 6%
CC(=O)c1ccccc1OCC(O)CN1CCN(CCN2C(=O)c3cccc4cccc(c34)C2=O)CC1 (stereo not drawn) | -0.3% | -4.5% | 0% | 5% | 1 | 2% | . | . | -2% | 11%
CCn1c(SCC(=O)N2CCCC2)nc2c(c1=O)SC(C)C2 (stereo not drawn) | -4.2% | -4.1% | 0% | 11% | 1.1 | 0% | i | 1.8 | 7% | 15%
Cc1cc2ccccc2n2c(SCC(=O)N3CCOCC3)nnc12 | -0.5% | -1.8% | -1% | 16% | 1.1 | 2% | i | 0.4 | -3% | 3%
COc1ccc(NC(=O)c2cccc(-n3cnnn3)c2)cc1 | -1.0% | -4.2% | -2% | 18% | 1.1 | 0% | i | 0.5 | -1% | 0%
CCOC(=O)CSc1cc(=O)n(CC)c2ccccc12 | -0.2% | -2.3% | 0% | 8% | 1.2 | 4% | i | 1.9 | -2% | 0%
Cc1ccc(NC(=S)NCc2ccc(S(N)(=O)=O)cc2)cc1Cl | -0.4% | -3.6% | 4% | 3% | 1 | 7% | i | 0.7 | -2% | -2%
CCOc1ccc(NC(=O)Cn2nnc3c(cnn3-c3ccc(F)cc3)c2=O)cc1 | -0.3% | -5.9% | -11% | -1% | 1.1 | -10% | i | 0.2 | -13% | -3%
COc1cccc(NC(=O)CSc2nnc(-c3cccc(OC(C)C)c3)n2N)c1 | 1.6% | -4.0% | -7% | 11% | 1.2 | -1% | i | 0.3 | -3% | 19%
COc1ccc(CCNC(=O)c2cnn3c(C(F)F)cc(C)nc23)cc1OC | -0.3% | -1.6% | 11% | 3% | 1.2 | 9% | i | 1.7 | -5% | 12%
COc1ccc(S(=O)(=O)N2CCC(C(=O)N3CCOCC3)CC2)cc1OC | -1.5% | -2.3% | -10% | 5% | 1.1 | -13% | i | 6.7 | 2% | 4%
CCN1C(=O)CC(N2CCC(Nc3ccc(F)cc3)CC2)C1=O (stereo not drawn) | -1.0% | -0.2% | 13% | 9% | 1.1 | 15% | i | 0.7 | -4% | 2%
CCOc1ccccc1OCC(=O)Nc1ccc(N2CCCCC2)cc1 | . | -2.8% | 11% | 1% | 1.3 | 10% | i | 1.2 | 2% | 4%
Cc1c(NS(=O)(=O)c2ccccc2)cc(Cl)c(O)c1C | . | -3.9% | 16% | -2% | 1 | 23% | i | 1.4 | 1% | 11%
CC1=NN(C(=O)c2ccc(Br)cc2)C(O)(c2ccccc2)C1 (stereo not drawn) | 0.0% | -3.2% | -10% | 25% | 0.9 | -14% | i | 0.2 | 3% | 18%
CC(C)CC1(C(=O)NCc2cc(F)cc(C(F)(F)F)c2)C=CCN1C(=O)c1ccccc1 (stereo not drawn) | 5.8% | -7.6% | 6% | 18% | 1.1 | 2% | i | 3.2 | -5% | 6%
COc1cc2ncnc(NCc3ccco3)c2cc1OC | -1.1% | -6.2% | 1% | 2% | 1 | 2% | i | 0.8 | 1% | 1%
Fc1ccc(Oc2cnc3ccccc3n2)cc1 | -1.8% | -7.4% | -5% | 5% | 1.1 | -10% | i | 0.0 | 0% | 8%
COc1ccc(CCCC(=O)NC(C)c2ccccc2)cc1 (stereo not drawn) | 9.2% | 1.4% | 1% | 4% | 1.1 | 5% | i | 0.3 | -9% | 5%
CCOC(=O)C1CCCN(CC(=O)Nc2cccc(C(C)=O)c2)C1 (stereo not drawn) | -0.3% | -6.3% | -5% | -10% | 1 | -8% | i | 0.8 | -8% | 1%
CC(C)(C)c1csc(Sc2ccc([N+](=O)[O-])cn2)n1 | . | . | . | -7% | . | . | i | 0.4 | -5% | 4%
Cc1ccc(-c2nc3ccccc3c(=O)n2Cc2ccccc2)cc1 | 9.9% | 6.3% | 11% | 3% | 1.1 | 6% | i | 0.6 | -1% | 7%
Cn1cccc1CC(=O)N/N=C/c1ccco1 | . | . | . | 3% | . | . | i | 0.1 | -4% | 8%
CC(=O)c1ccc2c3c(cccc13)C(=O)N(c1c(C)nn(C)c1C)C2=O | . | -2.9% | 48% | 23% | 1.1 | 74%* | i | 0.6 | 2% | 6%
O=C(NCc1ccccc1)C(=O)NCC1COc2ccccc2O1 (stereo not drawn) | -1.5% | -3.1% | -6% | 0% | 1 | 2% | i | 1.0 | -2% | 3%
COC(=O)c1cc2c(ccn2C)n1C | -0.3% | -7.8% | 44% | 3% | 1.1 | 11% | i | 0.6 | 0% | -2%
c1ccc2[nH]c(NCCCN3CCOCC3)nc2c1 | -1.0% | -0.7% | 4% | -6% | 1.1 | 1% | i | 0.9 | -4% | 2%
CC(C)CCNC(=O)CN(Cc1ccc2c(c1)OCO2)C(=O)CCC(=O)Nc1ccccn1 | -0.2% | -5.6% | -1% | -1% | 1 | -12% | i | 1.4 | -7% | ?
CC(=O)NCC(=O)OCC(=O)c1ccc(C)c(C)c1 | -1.1% | -4.0% | -6% | 0% | 1.1 | 2% | i | 2.0 | -14% | 1%
C/C(N)=C(/C#N)C(=O)CSc1nnnn1-c1ccc(C)cc1C | -1.1% | -5.5% | 2% | -11% | 1.1 | 5% | i | 1.1 | -3% | 5%
CCOC(=O)c1ccc(NC(=O)c2nc[nH]c2C(=O)N(C)Cc2ccccc2)cc1 | . | . | . | 9% | . | . | i | 1.3 | 0% | -6%
CC(=O)Nc1cc2c(cc1C(=O)c1ccccc1)OCCO2 | -1.2% | 1.0% | -2% | 4% | 1.1 | -4% | i | 0.7 | -5% | 5%
Cn1nnnc1SCCNCc1ccccc1F | -0.7% | -2.2% | -9% | 0% | 1 | -4% | i | 1.8 | 2% | 9%
CC(C)NC(=O)NC1C2CC3CC(C2)CC1C3 (stereo not drawn) | 0.7% | -1.4% | 6% | 3% | 1.1 | 2% | i | 0.8 | -11% | 6%
CC1C(=O)CCN(C(C)C)C1C (stereo not drawn) | -0.5% | -6.9% | -16% | -5% | 1.1 | -9% | i | 1.1 | -5% | 0%
C=CCNc1nc(NCCN2CCOCC2)nc(N2CCOCC2)n1 | -1.0% | 1.7% | 2% | 0% | 1.1 | 4% | i | 1.5 | -10% | 5%
COc1ccc(C(=O)COC(=O)Cn2nnc3ccccc32)cc1Br | . | -6.7% | 18% | -2% | 1.1 | 21% | i | 1.0 | 3% | 3%
CCCC(=O)Nc1cccc(NC(=O)c2ccccc2Br)c1 | -0.5% | -1.5% | 9% | 11% | 1.1 | 12% | i | 9.9 | 0% | 7%
CC1CCC(NC(=O)Cn2ncc3ccccc32)CC1 (stereo not drawn) | . | -1.4% | 10% | -3% | 1.2 | 8% | i | 2.5 | -2% | 6%
CCOC(=O)C(CC)n1cnc2c(nnn2-c2ccc(C)cc2)c1=O (stereo not drawn) | -1.2% | -1.3% | 2% | 1% | 1.1 | 10% | i | 6.3 | -7% | 0%
COc1ccccc1OCCC(=O)OCC(=O)NCc1ccccc1 | -1.3% | -11% | 13% | 10% | 1.1 | 18% | i | 0.8 | -7% | 5%
Cc1ccc(OCC(=O)Nc2cccc(C)n2)c(C)c1 | -1.2% | 0.5% | 10% | -6% | 1.1 | 10% | i | 0.9 | 2% | 4%
O=C(C1COc2ccccc2O1)N1CCOCC1 (stereo not drawn) | -1.0% | -12% | 5% | 7% | 1.1 | -3% | i | 0.6 | -2% | 2%
CCOC(=O)N1N=C(c2ccccc2)CC1(O)C(F)(F)F (stereo not drawn) | -1.5% | -1.5% | 1% | 0% | 1 | 0% | i | 0.3 | -3% | 0%
C=C(C)C(=O)NC1=NN(c2ccccc2)C(=O)C1 | -3.1% | 0.1% | -4% | 17% | 1.1 | 2% | i | 1.6 | -7% | 4%
COc1cccc(C(=O)NC(=S)Nc2ccc(N(C)C)cc2)c1 | 3.2% | -2.4% | 14% | 6% | 1 | 16% | i | 0.3 | 4% | 0%
O=C(NCc1ccco1)c1cc(C(=O)C2CCCCC2)c[nH]1 | 0.5% | -5.0% | 0% | -6% | 1.1 | 0% | i | 0.6 | 0% | -7%
O=C(Nc1ccccc1C(=O)N1CCN(Cc2ccccc2)CC1)c1ccccn1 | 4.0% | -1.3% | 1% | -3% | 1.1 | -12% | i | 0.7 | -10% | 3%
c1ccc(-c2nc(-n3ccnc3)nc(-n3ccnc3)n2)cc1 | -1.8% | 1.3% | -35% | 7% | 1 | -4% | i | 0.8 | 0% | 1%
